# High-throughput results: PubChem BioAssay, several laboratories
# Mtb RmlCD inh – M. tuberculosis RmlC/RmlD inhibition | AID 1533 | inhibition, % at 3.6 µM | RmlC+RmlD coupled enzyme assay, percent inhibition; primary screen in compound mixtures | P9WH09+P9WH11 | 0.03% of 160,000 active; in the data active = inhibition mostly above about 34%, no sharp cut-off; also: some results filed as inactive read as strong as hits
# Target sequence (P9WH09 whole entry, looked up): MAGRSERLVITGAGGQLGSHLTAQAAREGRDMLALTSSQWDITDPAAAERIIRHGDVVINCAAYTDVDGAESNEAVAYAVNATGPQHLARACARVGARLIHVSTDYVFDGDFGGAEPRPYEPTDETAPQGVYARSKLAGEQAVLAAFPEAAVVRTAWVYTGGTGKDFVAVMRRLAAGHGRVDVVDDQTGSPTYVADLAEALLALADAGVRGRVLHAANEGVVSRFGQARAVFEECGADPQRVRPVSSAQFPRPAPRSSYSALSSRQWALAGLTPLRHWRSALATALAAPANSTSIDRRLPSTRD
# Target sequence (P9WH11 whole entry, looked up): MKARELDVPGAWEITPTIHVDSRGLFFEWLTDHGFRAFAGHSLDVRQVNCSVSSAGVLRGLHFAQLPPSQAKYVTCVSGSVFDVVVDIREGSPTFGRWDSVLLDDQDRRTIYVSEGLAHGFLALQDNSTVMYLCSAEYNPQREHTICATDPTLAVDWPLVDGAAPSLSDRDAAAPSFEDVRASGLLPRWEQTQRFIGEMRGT
# M. tuberculosis GlmU – inhibition of mycobacterial GlmU enzyme – biochemical, glucosamine-1-phosphate acetyltransferase (AID 1376); M. tuberculosis GlmU acetyltransferase enzyme assay; higher % means a stronger effect; one-dose inhibition, %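 (tested at 30 µM in the primary screen)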; IC50 in µM for titrated hits; 0.25% of 220,000 active; in the data active = inhibition above about 13%;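 also: 0% = complete reaction with vehicle and 100% = reaction without substrate; strong numbers were not always called active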
# Numbers without * were called inactive; . = not tested or not shown; & = joins results of further samples. This is a subset; rates above refer to the full screens.
# Every second line gives: Mtb RmlCD inh | M. tuberculosis GlmU
COC(=O)C(CCSC)NC(=O)/C=C/c1ccc(OC)cc1 (stereo unspecified)
    -8 | 4.9%
CC(C)(C)[C@H]1C=C(C(=O)NCc2nc3ccccc3[nH]2)O[C@@H](OCCCCO)C1
    . | -0.4%
ON1C2CCCCC2N(O)C1c1ccccc1C(F)(F)F (stereo unspecified)
    . | -2.5%
COc1cc(C2C(C(=O)/C=C/c3ccccc3)=C(O)C(=O)N2c2ccccn2)ccc1O (stereo unspecified)
    -8 | 2.7%
CC(=O)Oc1cccc(N2C(=O)C3CC=CCC3C2=O)c1 (stereo unspecified)
    2 | 1.7%
O=C(O)C1CCN(c2ccc(Cl)nn2)CC1
    -7 | .
Cc1ccc(-n2c(C)cc(/C=N\NC(=O)CC(=O)NC(C)C)c2C)cc1
    -13 | 0.0%
CCN1CCN(C(c2cccnc2)c2cc(Cl)c3cccnc3c2O)CC1 (stereo unspecified)
    -7 | -2.8%
CC(C)(C)C(=O)N1CCN(c2ccc(Cl)cc2[N+](=O)[O-])CC1
    . | -7.3%
CCn1c(C)c(C(C)=O)c(N2CCC(C(N)=O)CC2)nc1=S
    5 | 3.7%
Cc1cccc(-n2[nH]c(C)c(C=Nc3ccc4[nH]c(=O)[nH]c4c3)c2=O)c1
    . | 3.2%
Cc1ccc(S(=O)(=O)NC(=O)c2cccn2C)cc1
    4 | 1.3%
COc1cc(CCC(=O)Nc2ccc(Cl)c(C(F)(F)F)c2)cc(OC)c1OC
    1 | -4.3%
CCOc1ccc2nc(SCc3ccc(OC)cc3)sc2c1
    -5 | 7.9%
CC(=O)Nc1ccc(NS(=O)(=O)c2ccccc2)cc1
    1 | -6.9%
NC(=O)C1Cc2ccccc2CN1S(=O)(=O)c1cccs1 (stereo unspecified)
    5 | 0.1%
COc1ccc(S(=O)(=O)NCC(=O)Nc2cccc(C)c2C)cc1OC
    -7 | 0.5%
Nc1nnc(CCS(=O)(=O)c2ccc(Br)cc2)s1
    -4 | 0.4%
Cc1c(NC(=O)c2c(O)c3ccccc3n(C)c2=O)c(=O)n(-c2ccccc2)n1C
    . | -4.0%
Cc1oc(-c2ccccc2)cc1C(=O)Nc1ccc2ccccc2c1
    . | 6.2%
Cc1cc(C)c(-c2c(O)c3cnn(-c4ccccc4)c3[nH]c2=O)c(C)c1
    -12 | 3.8%
COC(=O)C1=C(C(=O)OC)SC2(S1)C(C(=O)OC)=C(C(=O)OC)SC1=C2c2cc(C)cc(C)c2NC1(C)C
    7 | -3.2%
S=c1[nH]nc(Cn2nnc3ccccc32)n1-c1ccc(Cl)cc1
    . | 2.0%
O=C(COc1ccccc1)Nc1sc2c(c1C(=O)NCc1cccnc1)CCCC2
    9 | 4.0%
COc1cccc2c(=O)n(CC(=O)Nc3ccc(F)cc3F)ccc12
    8 | 3.8%
O=C(Nc1ccc(-c2nc3cccnc3s2)cc1)c1cccnc1Cl
    . | -2.5%
Cc1cc(C)cc(NC(=S)NC2CC3CCCC(C2)N3CC(C)C)c1 (stereo unspecified)
    -11 | 5.7%
COCCCN1CN(Cc2ccco2)CNC1=S
    2 | -4.5%
Cc1ccc(C)c(SCC(=O)OCC(=O)Nc2ccc(S(=O)(=O)N3CCOCC3)cc2)c1
    . | -0.7%
Cc1c(Cc2ccccc2)c(NCCN(C)C)n2c(nc3ccccc32)c1C#N
    2 | 5.4%

# Single values from the results shown.
# M. tuberculosis GlmU with ON1C2CCCCC2N(O)C1c1ccccc1C(F)(F)F (stereo unspecified) = -2.5%
# M. tuberculosis GlmU with COc1ccc(S(=O)(=O)NCC(=O)Nc2cccc(C)c2C)cc1OC = 0.5%
# M. tuberculosis GlmU with COCCCN1CN(Cc2ccco2)CNC1=S = -4.5%
# M. tuberculosis GlmU with O=C(COc1ccccc1)Nc1sc2c(c1C(=O)NCc1cccnc1)CCCC2 = 4.0%

# Back to the main list, repeating the 2 entries before the break.
# Every second line gives: Mtb RmlCD inh | M. tuberculosis GlmU
Cc1ccc(C)c(SCC(=O)OCC(=O)Nc2ccc(S(=O)(=O)N3CCOCC3)cc2)c1
    . | -0.7%
Cc1c(Cc2ccccc2)c(NCCN(C)C)n2c(nc3ccccc32)c1C#N
    2 | 5.4%
CC1CCCC(NC(=O)NC(=O)CCl)C1C (stereo unspecified)
    2 | -3.6%
COc1cc(NC(=S)N2CCCC(CO)C2)c(OC)cc1Cl (stereo unspecified)
    11 | -0.5%
Cc1oc(C)c(S(=O)(=O)NCc2cccs2)c1C(=O)O
    -4 | 2.7%
CCOC(=O)c1cc(-c2ccc(OC)cc2)nn1-c1ccc(C(=O)O)cc1
    -6 | 0.8%
Cc1ccc(C(=O)NCc2ccc3c(c2)CCO3)cc1C
    . | 6.1%
CCN(CC)P(=O)(/C=C(\Cl)c1ccccc1)/C=C(\Cl)c1ccccc1
    -3 | -0.6%
COc1ccc(N=C2C(=Nc3ccc(OC)cc3)N(c3ccccc3)C(=S)N2C(=O)c2ccc(Cl)cc2)cc1
    -8 | -5.2%
COCc1[nH]nc2c1C1(C(=O)Nc3ccc(F)cc31)C(C#N)=C(N)O2 (stereo unspecified)
    . | -5.3%
CCn1cc(Cl)c(C(=O)Nc2ccccc2C(N)=O)n1
    6 | 1.1%
O=C(Cn1cnc2ccccc2c1=O)N(Cc1ccco1)c1ccc(O)cc1
    . | -4.2%
COCC(C)NC(=O)c1ccccc1[N+](=O)[O-] (stereo unspecified)
    -7 | 5.8%
NCCc1cnc[nH]1
    . | -4.9%&1.9%
Cc1ccc(S(=O)(=O)NCC(=O)N(CC(=O)NC2CCCCC2)Cc2ccco2)cc1
    . | -8.2%
COC(=O)C(NC(C)=O)(Nc1ccc(Br)cc1)C(=O)OC
    . | -5.3%
COc1ccc(-c2coc3cc4oc(=O)c5ccccc5c4cc23)cc1F
    11 | 0.9%
O=S(=O)(Nc1cccc(CO)c1)c1cccs1
    -4 | -1.4%
O=C1c2cc(O)cc(O)c2C(=O)c2c1cc(O)c([C@@H](CO)CCO)c2O
    . | 9.3%
O=C(CN(CC1CCCO1)C(=O)c1nsc(Cl)c1Cl)NC1CCCC1 (stereo unspecified)
    10 | 7.7%
COc1ccc(/C=N/NC(=O)c2cccnc2)cc1COc1ccc([N+](=O)[O-])c(C)c1
    . | 3.5%
COc1ccc(N2C(=O)CCC(C(=O)N3CCC(C(N)=O)CC3)C2c2ccc(F)cc2)cc1 (stereo unspecified)
    -7 | -1.8%
CCCc1nc2ccc(Br)cc2c(=O)n1-c1ccc([N+](=O)[O-])c(C(F)(F)F)c1
    4 | -3.5%
Cc1sc2nc(SCC(=O)c3cc(C)n(CC4CCCO4)c3C)n(C(C)C)c(=O)c2c1C (stereo unspecified)
    -4 | -1.4%
CC(C)c1ccccc1NC(=O)CNCCc1ccc(C(F)(F)F)cc1
    . | -1.3%
N#Cc1c(-c2ccccc2)nc2n(-c3ccccc3)nc(C(=O)Nc3ccccc3)n2c1=O
    -7 | 3.5%
C=CCn1c(SCc2nc3c(c(=O)[nH]c(=O)n3CCCC)n2CCC)nnc1-c1ccccc1
    . | 10%
COc1ccc(NC(=O)N/C=C/c2ccccc2)cc1
    0 | 2.7%
COc1ccc(C(=O)/C(=C\c2sccc2C)c2nc3ccccc3o2)cc1
    18 | -1.1%
Cc1c(NS(C)(=O)=O)c(=O)n(-c2ccccc2)n1C
    . | 5.7%
CCOC(=O)Cc1csc(NC(=O)c2ccc3c(c2)OCO3)n1
    16 | -4.5%
COc1ccc(N(CC(O)CN2CCCCC2)S(=O)(=O)c2ccc(C)cc2)cc1 (stereo unspecified)
    5 | 0.2%
N#Cc1ccc(-c2ccc(F)cc2)nc1Oc1ccc(F)cc1
    . | 1.1%
C=CCNc1nc2ccccc2c(=O)[nH]1
    . | -1.7%
COc1ccc(C(=O)O/N=C(\N)c2ccccn2)c(OC)c1
    2 | -0.4%
COc1ccc(Nc2nc(-c3sc(NC(C)=O)nc3C)cs2)cc1
    6 | .
CC(=O)c1c(C)[nH]c(C(=O)OCC(=O)N2CCN(S(=O)(=O)c3ccc(C)cc3C)CC2)c1C
    . | -2.6%
CSc1nsc(SCC(=O)Nc2nncs2)n1
    7 | 2.0%
COc1ccc(N/C(=N\c2nc(C)cc(C)n2)NC(=O)C(C)C)cc1OC
    11 | -6.8%
CC1CCN(S(=O)(=O)c2ccc(Br)s2)CC1
    . | -0.5%
COc1ccc(OC)c(Nc2nc(-c3cccs3)cs2)c1
    . | 3.3%
COc1ccc(CNC(=O)CSc2nnnn2Cc2ccccc2)cc1
    8 | 1.4%
O=C(Nc1ccccc1)c1ccccc1OCc1cccc([N+](=O)[O-])c1
    8 | 1.7%
COc1cc(/C=C/C(=O)N2CCOCC2)ccc1OCc1ccccc1
    -11 | 5.8%
O=C(CN1CCCC1)Nc1ccc(Cl)cc1C(=O)c1ccccc1
    5 | 0.4%
COc1ccc([N+](=O)[O-])cc1NC(=O)CC(C)c1ccccc1 (stereo unspecified)
    . | 0.9%
Cc1ccc(S(=O)(=O)N2CCOCC2)cc1C(=O)Nc1c(C)n(C)n(-c2ccccc2)c1=O
    9 | -0.1%
CC1CN(C(=O)Cn2cnc3c2c(=O)n(C)c(=O)n3C)CC(C)O1 (stereo unspecified)
    . | -2.1%
N#Cc1c(NC(=O)CCC(=O)O)sc2c1CCCC2
    . | -0.1%
CCCC(=O)NC(Nc1cc(C(F)(F)F)ccc1Cl)C(Cl)(Cl)Cl (stereo unspecified)
    1 | 0.3%
CC1(C(=O)NC2CCCC2)CCC(=O)N1Cc1ccccc1Cl (stereo unspecified)
    -2 | -2.3%
CC(C)Cn1c(=O)[nH]c2ccccc21
    95 | 0.6%
O=C(O)CCCCCN1C(=O)C(O)=C(C(=O)/C=C/c2ccccc2)C1c1cccc([N+](=O)[O-])c1 (stereo unspecified)
    -14 | -1.5%
Cc1cccc(-c2n[nH]c(=S)n2/N=C/c2ccc(C)o2)c1
    -6 | 1.7%
COc1cc(OC)c2c3c(c(C4CCCCC4)nc2c1)CCC3
    . | -3.4%
COc1cccc(CNn2c(-c3cccc(C)c3)nc3ccccc3c2=O)c1
    . | -0.2%
O=C(Nc1ccc(NC(=O)C2CC2)nc1)c1ccco1
    . | 0.0%
Cc1cc(C)n(C(=O)CNC(=O)c2cccs2)n1
    . | 3.3%
Cc1c(Cl)cccc1NC(=O)CC(C(=O)O)C1CCCO1 (stereo unspecified)
    7 | 7.1%
CCOC(=O)c1c(NC(=O)CSc2nnc(-c3ccc(C)cc3)o2)sc(C(C)=O)c1C
    10 | 5.7%
CC(C)CCNC(=O)CCNS(=O)(=O)c1ccc(Cl)cc1
    9 | -1.3%
O=C(O)CSC(=S)N1CCCC1
    -10 | -4.5%

# Further results:
# Every second line gives: Mtb RmlCD inh | M. tuberculosis GlmU
Cc1sc2nc(COC(=O)c3ccc(N4CCCC4)c([N+](=O)[O-])c3)[nH]c(=O)c2c1C
    13 | 1.2%
COc1ccc(OC)c(S(=O)(=O)N2c3cc(F)ccc3CCC2C)c1 (stereo unspecified)
    -4 | -2.3%
CCOC(=O)c1c(CNc2ccncc2)n(C)c2cc(Br)c(O)cc12
    38 | -8.5%
O=c1c(S(=O)(=O)c2ccc(Cl)cc2)cn(Cc2ccccc2)c2ccc(F)cc12
    10 | 5.6%
Cc1noc(C)c1COC(=O)CCC(=O)c1ccc(F)cc1
    -2 | 5.4%
COc1ccc(C)cc1S(=O)(=O)Nc1cccc(SC)c1
    . | -3.0%
COc1ccc(N(CC(=O)NC(C)C)S(=O)(=O)c2ccc(NC(C)=O)cc2)cc1
    . | 3.0%
Cc1nc2sccn2c(=O)c1Cl
    4 | -3.2%
CC(C)CN(CCC(=O)O)CC(C)C
    . | -1.6%
S=c1[nH]ncn2c1cc1oc3ccccc3c12
    -8 | -2.2%
Cc1nn(CC(=O)Nc2nnc(C(C)C)s2)c(=O)c2ccccc12
    -5 | -6.8%
C/C(=N\NC(=O)C(C)Nc1cccc(Cl)c1)c1ccc([N+](=O)[O-])cc1 (stereo unspecified)
    -8 | -3.7%
COc1cc(/C=N/n2cnnc2)ccc1OCc1ccc(C)cc1
    . | -0.7%
S=C(NCc1ccco1)Nc1ccc(Cl)cc1Cl
    . | -2.2%
Nc1ccn(Cc2ccccc2F)n1
    5 | 6.8%
NC(=O)CN(N=Nc1cccc([N+](=O)[O-])c1)c1cccc([N+](=O)[O-])c1
    -12 | -0.5%
CCOc1ccc(Nc2ncnc3c2cnn3-c2ccccc2)cc1
    6 | .
CCC1(CC)Nc2ccccc2C(=O)N1c1ccc(NC(C)=O)cc1
    5 | -0.6%
CCC(=O)N(CC)Cc1cc(=O)[nH]c2ccccc12
    . | -2.1%
Cc1cccc(N(C(=O)CCC(=O)Nc2cccnc2)C(C(=O)NC2CCCC2)c2ccncc2)c1 (stereo unspecified)
    . | -1.7%
CN(c1ccccc1)S(=O)(=O)c1cccc(NC(=O)CSc2ncn[nH]2)c1
    -2 | -3.9%
COc1ccc2c(c1)-c1nc(/N=C/c3ccc(O)cc3)sc1CC2
    16 | 5.0%
COC(=O)c1c(C)oc(C)c1S(=O)(=O)NCc1ccc(OC)cc1
    -1 | -0.6%
Fc1ccc2[nH]c3c(Cl)ncnc3c2c1
    3 | 0.3%
Cc1cc(-c2ccccc2)nc(N2CCC(C(=O)NC34CC5CC(CC(C5)C3)C4)CC2)n1
    6 | -2.7%
COCCSc1nnc(NC(=O)c2cc(OC)c(OC)cc2[N+](=O)[O-])s1
    15 | -1.0%

# Complete entries, quoted from the list. Screens in order: Mtb RmlCD inh | M. tuberculosis GlmU
# Cc1sc2nc(COC(=O)c3ccc(N4CCCC4)c([N+](=O)[O-])c3)[nH]c(=O)c2c1C is entered as 13 | 1.2%
# COc1ccc(OC)c(S(=O)(=O)N2c3cc(F)ccc3CCC2C)c1 (stereo unspecified) is entered as -4 | -2.3%
# Cc1nn(CC(=O)Nc2nnc(C(C)C)s2)c(=O)c2ccccc12 is entered as -5 | -6.8%
# O=c1c(S(=O)(=O)c2ccc(Cl)cc2)cn(Cc2ccccc2)c2ccc(F)cc12 is entered as 10 | 5.6%
